# Screens (PubChem BioAssay)
# GC-B act: GC-B (human) receptor activation; P20594; HEK293-GC-B cells, CNP EC30, cGMP TR-FRET; 0% at EC30 CNP, 100% saturating CNP; activation, % at 10 µM; hit rate 0.11% among 370,000; AID 1920062;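 active = activation at 10 µM reaching about 35% in either raw or pattern-adjusted values, limit read from the data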
# Target sequence (P20594 whole entry, looked up): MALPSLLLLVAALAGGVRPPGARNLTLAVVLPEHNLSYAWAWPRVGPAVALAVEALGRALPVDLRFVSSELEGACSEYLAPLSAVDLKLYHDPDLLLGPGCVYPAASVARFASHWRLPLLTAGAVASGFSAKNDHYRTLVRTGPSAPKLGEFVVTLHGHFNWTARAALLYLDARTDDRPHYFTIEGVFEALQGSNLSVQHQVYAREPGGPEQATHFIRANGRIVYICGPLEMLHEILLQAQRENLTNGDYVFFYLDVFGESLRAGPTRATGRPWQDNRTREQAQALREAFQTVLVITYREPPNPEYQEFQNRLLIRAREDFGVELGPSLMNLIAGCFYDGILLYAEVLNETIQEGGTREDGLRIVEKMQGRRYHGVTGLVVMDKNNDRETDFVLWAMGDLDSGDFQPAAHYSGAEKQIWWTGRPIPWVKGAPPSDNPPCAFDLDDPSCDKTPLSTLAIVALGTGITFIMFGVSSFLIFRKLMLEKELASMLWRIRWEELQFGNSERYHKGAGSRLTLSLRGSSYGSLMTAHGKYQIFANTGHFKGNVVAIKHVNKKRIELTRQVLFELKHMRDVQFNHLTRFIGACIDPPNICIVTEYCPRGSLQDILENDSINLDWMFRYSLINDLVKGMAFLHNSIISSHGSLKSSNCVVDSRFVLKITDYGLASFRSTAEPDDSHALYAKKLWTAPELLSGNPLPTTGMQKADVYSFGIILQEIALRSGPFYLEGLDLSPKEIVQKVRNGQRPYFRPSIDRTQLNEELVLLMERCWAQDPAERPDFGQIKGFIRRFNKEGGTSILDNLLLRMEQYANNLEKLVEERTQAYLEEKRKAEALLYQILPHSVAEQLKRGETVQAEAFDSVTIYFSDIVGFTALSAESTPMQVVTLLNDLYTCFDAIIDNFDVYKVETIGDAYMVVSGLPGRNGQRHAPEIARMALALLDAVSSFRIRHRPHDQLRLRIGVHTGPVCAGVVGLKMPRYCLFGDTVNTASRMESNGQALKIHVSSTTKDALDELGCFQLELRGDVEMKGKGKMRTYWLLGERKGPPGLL
# hcDAF12 agonist: activates DAF-12 receptor from parasite H. contortus; HEK293 hcDAF-12 lit1-tk-luc reporter, luminescence; 0% DMSO, 100% Δ7-dafachronic acid; activation, % at 6.8 µM; hit rate 1.4% among 370,000; AID 652067;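 active = activation above the mean of all tested compounds plus 3 SD, cut at about 5.5% in these data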;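 note: 100% = response to 3 µM Δ7-dafachronic acid high control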
# HGIII-sPLA2 inh: Blocks human group III sPLA2 activity. hit rate 0.56% among 370,000. inhibition, % at 12.2 µM. QFRET BODIPY PC-A2 liposome hydrolysis, fluorescence. Q9NZ20;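 active = inhibition above mean plus 3 SD of compounds lying within the high and low control bounds, cut at about 19% in these data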;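 note: 0% = median of test compound wells and 100% = no enzyme DMSO wells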
# NPR1 activator: GC-A (human) enzyme activation. HEK293 GC-A cells, cGMP TR-FRET, EC30 ANP; 0% at EC30 ANP, 100% saturating ANP. activation, % at 10 µM. AID 1671463. hit rate 0.14% among 370,000. P16066; in the data active = activation above about 40%
# hgDAF-12 ag: hgDAF-12 agonism, primary luciferase screen | HEK293 GAL4-hgDAF12 UAS-luciferase reporter, agonist luminescence; normalized to butyrate control | hit rate 1.8% among 370,000 | AID 687014 | activation, % at 6.8 µM;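 active = activation above a cutoff set at the mean of all screened compounds plus 3 SD, cut at about 10% in these data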;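 note: 0% = DMSO wells and 100% = sodium butyrate wells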
# KLK7 zymogen act: activators of human kallikrein-7 zymogen; P49862; purified proKLK7, EDANS-DABCYL substrate fluorescence; 100% is mature enzyme control, 0% vehicle; activation, % at 7 µM; hit rate 0.9% among 370,000;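 active = activation above the mean of all tested compounds plus 3 SD, computed per campaign excluding outliers beyond control limits, cut at about 13% in these data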
# ssDAF12 agonist: activates DAF-12 receptor from parasite S. stercoralis; HEK293 ssDAF-12/GRIP1 lit1-tk-luc reporter, luminescence; % of 3 µM dafachronic acid response; AID 652126; activation, % at 6.8 µM; hit rate 1% among 370,000;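 active = activation above the mean over all tested compounds plus 3 SD, cut at about 0.9% in these data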;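 note: 0% = DMSO-only wells and 100% = 3 µM delta7-dafachronic acid wells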
# FXN GAA850 act: frataxin GAA850 promoter activation | activation, % at 6 µM | HEK293 lucGAA850 FXN promoter luciferase reporter, 24 h; percent of 10 µM SAHA response | hit rate 0.56% among 360,000;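 active = activation above the average of all compounds screened plus 3 SD, cutoff fixed separately per campaign, cut at about 7.5% in these data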;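 note: 0% = DMSO wells and 100% = 10 µM SAHA wells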
# DAX1 inh-1: inhibits human nuclear receptor DAX1; HEK293 Gal4-DAX1 luciferase reporter, luminescence; inhibition, % at 6.75 µM; hit rate 0.99% among 340,000; AID 504766; P51843;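 active = inhibition above the mean over all tested compounds plus 3 SD, cut at about 4.2% in these data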;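 note: 0% = DAX1-transfected cells with DMSO and 100% = empty-vector control cells with DMSO; inhibition shows as a rise in luminescence from relieved DAX1 repression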
# SMARCA2 act: SMARCA2 function activation, primary screen. hit rate 1% among 370,000. AID 652017. activation, % at 9.1 µM. MG213 cells, MMTV-luciferase reporter, dexamethasone, overnight; in the data active = activation above about 7.8%;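 note: 0% = vehicle wells and 100% = reference activator wells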
# DAX1 inh-2: DAX1 (NR0B1) inhibition, primary screen | HEK293T StAR-luciferase reporter, SF-1/DAX-1 repression relief | inhibition, % at 6.8 µM | hit rate 1.1% among 370,000 | AID 652010;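 active = inhibition above the mean over all tested compounds plus 3 SD, cut at about 3.6% in these data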;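 note: 0% = DAX-1 cells with DMSO and 100% = cells lacking DAX-1 with DMSO; higher inhibition means more luminescence from relief of DAX-1 repression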
# An asterisk follows results filed as active; . = not tested or not shown. Compounds were not picked by outcome. Share with any hit: about 6.7%.
SMILES,GC-B act,hcDAF12 agonist,HGIII-sPLA2 inh,NPR1 activator,hgDAF-12 ag,KLK7 zymogen act,ssDAF12 agonist,FXN GAA850 act,DAX1 inh-1,SMARCA2 act,DAX1 inh-2
Cc1nc(-c2nc(-c3c(C(=O)NN)noc3C)cs2)cs1,1,4.3,-1,0,6.2,0.1,-1.0,8.3*,0.2,5,1.4
O=C(Cn1cnc2cc([N+](=O)[O-])ccc2c1=O)Nc1ccc2c(c1)CCC2,-1,-0.1,-6,16,-1.1,0.6,-0.9,1.1,-1.3,1,-0.2
CCOC(=O)c1csc(NC(=O)CN2CCCCC2)n1,4,0.6,8,-4,-0.6,0.3,-1.1,1.4,0.7,-4,-0.3
Cc1ccc(-c2cc(-c3ccccc3)nc(N/N=C/c3cccnc3)n2)cc1,5,1.2,-8,-2,5.7,-3.0,-0.4,0.8,0.8,-3,-1.6
Cn1c(C(=O)OC(C(=O)NC(C)(C)C)c2cccnc2)cc2sccc21 (configuration not stated),4,-1.5,-1,0,2.8,1.6,-1.5,1.0,0.7,-4,-0.6
CCOC(=O)c1cnn(-c2ncnc3sc4c(c23)CCC4)c1N,-7,7.3*,0,-3,2.2,-0.3,0.8,3.2,0.3,-3,0.5
S=C(NCCNC(=S)Nc1ccccc1Cl)Nc1ccccc1Cl,3,-1.9,4,-3,-0.3,-0.1,-1.4,0.1,0.0,-2,-0.1
COc1ccc2[nH]c3c(NCCC4=CCCCC4)ncnc3c2c1,3,-2.5,-43,-4,-2.2,-17,-2.3,0.0,-2.0,-6,-4.7
O=C(O)C1c2ccccc2Cc2ccccc21,3,0.9,-6,2,6.4,0.2,-1.0,1.2,0.6,4,1.3
COc1cc2cc(CCCOC(=O)c3cccc(Br)c3)oc(=O)c2cc1OC,-5,-1.3,-14,-6,1.6,-9.4,-1.4,1.1,0.3,0,-0.2
CCOC(=O)C1CCN(C(=O)c2cccc(S(=O)(=O)Nc3ccc(C)cc3C)c2)CC1,0,-1.3,-13,-4,-2.3,0.2,-1.8,0.8,3.0,0,0.6
CCN(CC)CCn1c(O)c(N=O)c2ccccc21,-7,-0.8,-16,2,0.2,0.6,-1.9,2.0,0.7,1,0.5
O=C(NCC(c1cccnc1)N1CCN(c2ccc(F)cc2)CC1)OCc1ccccc1 (configuration not stated),2,-1.5,-1,2,-2.4,-0.1,-1.5,-3.5,-1.3,-2,-1.4
Cc1nc(C)c(-c2ccc(SCc3ccc([N+](=O)[O-])cc3)nn2)s1,0,-0.8,-2,1,-0.7,0.1,-1.7,1.1,0.3,-4,-1.7
Cc1cc(=O)[nH]c(SCC(=O)Nc2ccc3c(c2)CCC3)c1C#N,-1,1.9,1,2,0.1,0.0,-0.2,0.3,0.2,-4,-2.0
CCOC(=O)c1c(C)[nH]c(C)c1C(=O)CSc1nc2ccccc2c(=O)n1-c1ccc(C)cc1,5,-2.0,4,0,2.7,0.6,-0.7,3.5,1.4,-1,0.2
O=C(Nc1ccc(F)c(Cl)c1)C1CCCN(C2=NS(=O)(=O)c3ccccc32)C1 (configuration not stated),-7,-0.2,-14,-5,1.6,-0.2,-0.9,1.0,0.7,4,-2.0
COc1ccc(C(=O)OCC2CC(c3ccccc3)=NO2)cc1OC (configuration not stated),-1,0.1,6,4,-4.7,0.0,-1.5,2.2,-1.9,-4,-0.2
COc1cccc(C(=O)OCC(=O)N2CCc3ccccc3C2)c1OC,-5,-0.6,7,-3,1.9,0.4,-0.5,0.4,.,-3,-0.1
Cc1cccc(C)c1NC(=O)C1C2C=CC(C2)C1C(=O)O (configuration not stated),2,-0.9,3,0,-1.8,0.6,-1.1,1.6,0.9,-2,-0.4
Cc1ccc([N+](=O)[O-])c(NC(=O)COC(=O)CCNS(=O)(=O)c2cccs2)c1C,-3,-0.9,-2,3,0.4,0.8,-1.4,0.6,-0.1,-2,0.4
CCOC(=O)C(=CNc1cc(C)ccn1)C(=O)OCC,0,-0.5,9,2,-3.0,5.7,-1.4,1.5,-0.9,-1,-0.5
N#CCc1nn(-c2ccccc2)c(N)c1C#N,3,0.3,0,1,0.6,0.1,-1.1,2.7,-0.3,1,-0.3
COc1ccccc1-c1nnc(SCC(=O)Nc2ccccc2)o1,1,1.6,-6,0,2.0,-0.5,-1.6,1.2,-1.2,3,0.1
COc1ccc(S(=O)(=O)CCc2nnc(NC(=O)c3ccc(F)cc3)s2)cc1,-2,2.1,8,1,-2.1,-0.1,-0.2,1.4,0.0,-1,0.7
Cc1ccc(C(=O)OC(C)C(=O)Nc2ccc(Cl)cn2)s1 (configuration not stated),-3,-1.3,9,-2,1.6,-0.3,-1.2,0.5,0.0,-4,0.8
COc1cccc(NC(=O)N2CCCC2C(=O)NC2CCCCC2)c1 (configuration not stated),0,-1.3,1,1,0.0,0.2,-1.0,-1.2,0.8,-1,-0.3
COC(=O)C1=C(CS(=O)(=O)c2ccccc2)NC(=O)NC1c1ccc(O)cc1 (configuration not stated),3,0.0,1,-2,1.1,-0.3,-0.9,1.9,0.5,1,0.2
Cc1ccc(SC[C@H](Cc2ccccc2)N2CCN(CCc3ccccc3)CCC2=O)cc1,2,0.9,-8,-2,1.4,0.1,-1.3,-0.2,1.1,2,0.1
O=S(=O)(NCC1CCCO1)c1ccc(Cl)nc1 (configuration not stated),1,-1.0,3,4,0.4,-0.6,-1.2,1.5,3.0,0,-0.2
Cc1ccc2nc(COc3ccc(N(C)S(=O)(=O)c4ccccc4)cc3)cc(=O)n2c1,6,0.0,-3,1,-1.7,0.3,-1.3,0.4,-4.3,-2,-1.0
CC(C)n1c(-c2ccccc2)nc(=S)c2c1CCCC2,2,2.6,5,-2,0.5,-0.2,-0.5,.,.,-3,0.2
CCOc1nc(C)nc(NC(=O)NS(=O)(=O)c2ccccc2Cl)n1,4,-0.6,2,-1,0.7,0.0,-1.3,0.1,1.0,-2,-0.4
O=C(NNC(=O)c1cc(-c2cccc(Br)c2)nc2ccccc12)c1csc(N2CCOCC2)n1,0,-0.9,-10,-7,2.1,-0.2,-0.7,1.7,0.0,-2,0.6
N#CCCN(C(=S)NC(=O)C1CCCCC1)c1ccccc1F,0,2.9,19,-1,0.4,0.1,-1.1,-0.1,-1.7,-6,0.8
CCc1cc(Cn2nc(-c3ccccc3)cc2C(=O)NCc2ccccc2OC)on1,4,-1.8,-26,-2,-1.9,-0.5,-1.2,-0.2,-0.2,-2,-0.4
CCOc1ccc(N/C(N)=N/c2nc(C)c(C)c(=O)[nH]2)cc1,0,-1.8,4,2,-0.5,-0.9,-1.0,0.2,0.7,0,-0.2
O=C(COC(=O)CSCC(=O)N1CCCCC1)NCc1ccc(F)cc1,-6,-0.7,5,0,0.9,0.3,-0.9,1.9,0.8,-3,0.0
Cc1ccc(S(=O)(=O)N(CC(=O)N2CCN(c3ccc(F)cc3)CC2)C2CCCCC2)cc1,3,-1.8,-3,5,-3.2,0.1,-1.3,-1.0,0.1,-2,-1.0
Cn1ccnc1-c1nc2ccccc2[nH]c1=O,1,1.7,-1,-1,-1.1,-16,-1.4,1.3,1.1,-1,-0.8
Clc1ccc(Nc2cc(-c3ccccc3)nc3ncnn23)cc1,-4,-1.8,2,-5,-1.3,0.2,-1.6,-0.7,.,-2,-0.6
Cc1noc(NS(=O)(=O)c2ccc(NC(=O)CSc3nc4ccccc4[nH]3)cc2)c1C,2,2.0,-30,3,-1.7,-0.1,-0.8,-1.9,0.3,-3,0.9
Cc1ccc(CN(Cc2cc3cccc(C)c3[nH]c2=O)C(=O)N(C)C)cc1,-4,-0.2,0,-6,-2.5,-0.4,-1.2,0.9,-0.8,1,0.1
COc1ccccc1C(=O)NCCC(=O)N1CC=C(c2ccccc2)CC1,1,-0.8,1,-1,-1.7,0.2,-0.5,0.5,-0.4,-2,1.5
COc1ccc(C(=O)OCC(=O)N2c3ccccc3CC2C)cc1S(=O)(=O)N1CCOCC1 (configuration not stated),7,-1.5,6,7,-0.7,-0.3,-1.1,-0.7,-0.4,-1,0.1
Cc1ccc(S(=O)(=O)N2CCN(C(=O)COC(=O)CCOc3ccccc3)CC2)c(C)c1,3,1.1,-15,-4,3.9,0.5,-1.0,0.1,0.3,-1,1.4
C=CCNC(=O)c1onc(CSc2ccccc2CC)c1C(=O)O,7,0.3,5,-1,0.7,0.1,-1.3,-0.1,0.9,0,0.6
CC1=CCC[C@H]2[C@H](C1)C(=O)C[C@@H](C)[C@]2(C)CC/C(=C/CO)CO,-8,3.4,4,-3,-2.1,-0.5,-1.4,-1.8,-0.8,-3,-0.4
CCOc1ccc(S(=O)(=O)N2CCN(C(=O)COc3ccc(Br)cc3)CC2)cc1,1,-0.7,-2,-3,3.3,0.6,-0.6,-0.1,-0.4,0,-1.6
Cc1noc(C)c1S(=O)(=O)N1CCN(C(c2ccccc2)c2ccc(Cl)cc2)CC1 (configuration not stated),-6,1.3,4,-11,4.8,0.6,-0.8,1.7,0.3,0,-0.6
Cc1ccc(NS(=O)(=O)c2cc(C(=O)N3CCN(CCO)CC3)ccc2C)cc1,3,-0.8,-2,1,0.2,-0.1,-1.1,0.0,0.0,-3,0.0
O=C(CCc1ccncc1)N1CCCC(Nc2ccc(F)cc2)C1 (configuration not stated),0,0.5,2,1,-0.1,-1.1,-1.2,0.0,-0.5,-2,0.6
CCCCS(=O)(=O)N1CCN(S(=O)(=O)c2ccc(Cl)s2)CC1,1,-2.3,3,1,2.3,-0.6,-0.8,-0.5,0.3,1,0.2
CCN(CC)CCOc1ccc(/C(=C(\Cl)c2ccccc2)c2ccccc2)cc1,0,0.1,-5,-2,5.2,0.2,-0.5,-2.4,-0.4,-6,2.0
Cc1cc(C)cc(NC(=O)O[C@@H]2CC[C@@]34CCCN3C(=O)CCC[C@H]4C2)c1,-5,-2.9,2,2,-3.9,.,-1.8,.,.,.,.
COc1ccc(N2CCN(C3CC(=O)N(c4ccc5c(c4)OCCO5)C3=O)CC2)cc1 (configuration not stated),7,-1.1,-1,1,1.6,0.3,-1.4,0.1,-0.4,2,0.2
Cc1[nH][nH]c(=O)c1C(c1ccc(O)c([N+](=O)[O-])c1)c1c(C)[nH][nH]c1=O,-2,-0.5,1,1,1.5,0.7,-1.9,1.2,-0.5,-1,-0.4
O=C(/C=C/c1cccs1)N1CCCCC1,-2,2.7,0,-1,8.8,0.5,-0.9,5.9,.,4,0.3
S=C1NCCOCCNC(=S)NCCOCCOCCOCCN1,-1,3.7,-4,1,-2.6,0.3,-1.2,2.4,0.1,2,0.2
